Source: PubChem BioAssay (NMMLSC)
RGS8-Gao = RGS8-Galphao binding modulators, primary screen, biochemical, multiplexed bead flow cytometry | response (percent of control binding), % at 10 µM | actives lie on both sides | Guanine nucleotide-binding protein G(o) subunit alpha (Homo sapiens), P09471 | 0.34% of 220,000 active | AID 1423, 2008; in the data active = response below about 60% or above about 140%; inactive = in between;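 note: Galphao activated as the GDP aluminium fluoride complex binding bead-coupled RGS8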
Bim-Bcl-XL = inhibitors of Bim-Bcl-XL binding, primary screen, biochemical, multiplexed, bead flow cytometry, human Bcl-XL; Bcl-2-like protein 1 (Homo sapiens), Q07817; Bim peptide-Bcl-XL binding, fluorescence; inhibition, % at 10 µM; 0.04% of 190,000 active; AID 1007, 2008
RGS4-Gao reg = modulators of RGS4 binding to Galphao, primary screen, biochemical, multiplexed bead flow cytometry | Guanine nucleotide-binding protein G(o) subunit alpha (Homo sapiens), P09471 | actives lie on both sides | 0.33% of 220,000 active | binding response (% of control), % at 10 µM; in the data active = binding response below about 49% or above about 150%; inactive = in between;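 note: fluorescent Galphao activated with aluminum fluoride binding bead-coupled RGS4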
Bim-Bfl-1 = inhibitors of Bim binding to Bfl-1, primary screen, biochemical, multiplexed, bead-based flow cytometry; Bim-Bfl-1 binding inhibition; inhibition, % at 10 µM; 0.12% of 190,000 active; AID 1008, 2008;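 note: 0% = wells without compound plus tracer and 100% = blocker peptide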
ABCB1 inh = ABCB1 efflux pump inhibitors, primary screen, cell-based, multiplex, flow cytometry, ABCG2 counter-screen | ATP-dependent translocase ABCB1 (Homo sapiens), P08183 | CCRF-Adr cells, JC-1 efflux | inhibition, % at 6.6 µM | 0.067% of 190,000 active | AID 1326, 2008; in the data active = inhibition above about 40%;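 note: 0% = vehicle and 100% = reference inhibitor; higher value means more JC-1 retained so stronger ABCB1 efflux block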
Bim-Bcl-B = inhibitors of Bim-Bcl-B binding, primary screen, biochemical, multiplexed, human Bcl-2 family | Bcl-2-like protein 10 (Homo sapiens), Q9HD36 | bead-based flow cytometry, Bim peptide-Bcl-B binding | inhibition, % at 10 µM | 0.073% of 190,000 active | AID 951, 2007;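 note: 0% = tracer peptide without compound and 100% = reference inhibitor peptide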
Bcl-W Bim block = inhibitors of Bim binding to Bcl-W, primary screen, biochemical, multiplexed, bead-based flow cytometry; Bcl-2-like protein 2 (Homo sapiens), Q92843; Bim peptide-Bcl-W binding; inhibition, % at 10 µM; 0.02% of 190,000 active; AID 952, 2007;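 note: 0% = bound tracer without compound and 100% = peptide blocker; higher means less fluorescent Bim peptide bound to Bcl-W beads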
Target sequence (Q92843 whole entry, looked up): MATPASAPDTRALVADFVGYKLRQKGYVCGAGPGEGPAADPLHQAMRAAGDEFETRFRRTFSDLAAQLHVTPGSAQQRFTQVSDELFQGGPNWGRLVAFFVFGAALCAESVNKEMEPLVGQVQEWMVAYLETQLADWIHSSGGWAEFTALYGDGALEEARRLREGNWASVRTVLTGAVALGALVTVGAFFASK
Bim-Bcl-2 = inhibitors of Bim-Bcl-2 binding, primary screen, biochemical, multiplexed, human Bcl-2 family; Apoptosis regulator Bcl-2 (Homo sapiens), P10415; Bead-based flow cytometry, Bim peptide-Bcl-2 binding; inhibition, % at 10 µM; 0.06% of 190,000 active; in the data active = inhibition above about 40%; inconclusive = no clear call, values can overlap the other calls;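 note: 0% = no compound wells with probe peptide and 100% = reference peptide inhibitor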
Target sequence (P10415 whole entry, looked up): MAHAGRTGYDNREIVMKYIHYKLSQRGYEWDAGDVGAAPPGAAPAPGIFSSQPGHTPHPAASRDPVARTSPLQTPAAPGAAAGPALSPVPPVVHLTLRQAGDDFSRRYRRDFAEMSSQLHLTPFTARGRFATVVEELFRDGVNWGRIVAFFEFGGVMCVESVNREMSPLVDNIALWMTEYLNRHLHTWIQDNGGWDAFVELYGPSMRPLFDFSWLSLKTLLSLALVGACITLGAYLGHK
RGS7-Gao = RGS7-Galphao binding modulators, primary screen, biochemical, multiplexed bead flow cytometry | actives lie on both sides | Guanine nucleotide-binding protein G(o) subunit alpha (Homo sapiens), P09471 | binding response (% of control), % at 10 µM | AID 1439, 2008 | 0.35% of 220,000 active; in the data active = binding response below about 49% or above about 150%; inconclusive = no clear call, values can overlap the other calls; inactive = in between;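 note: fluorescent Galphao held in activated GDP-AlF4 state binding bead-coupled RGS7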
GSH bead fluor = compound fluorescence on glutathione beads, profiling panel, artefact control, biophysical, 488/530 nm, flow cytometry; GSH beads flow cytometry, compound fluorescence 488/530 nm; hits give high values; 0.25% of 190,000 active; fluorescence (KMESF) at 10 µM; in the data active = fluorescence above about 89;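 note: glutathione beads carrying GST-tagged Bcl family fusion proteins plus one bare bead set; values are compound well signal with DMSO vehicle wells as background; inactives centre near 16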
ABCG2 block = ABCG2 efflux pump inhibitors, primary screen, multiplex with ABCB1, IgMXP3 cells, flow cytometry. Broad substrate specificity ATP-binding cassette transporter ABCG2 (Homo sapiens), Q9UNQ0. JC-1 efflux. inhibition, % at 6.6 µM. 0.1% of 190,000 active;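 active = inhibition above 80%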;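 note: 0% = DMSO and 100% = nicardipine control wells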
Target sequence (Q9UNQ0 whole entry, looked up): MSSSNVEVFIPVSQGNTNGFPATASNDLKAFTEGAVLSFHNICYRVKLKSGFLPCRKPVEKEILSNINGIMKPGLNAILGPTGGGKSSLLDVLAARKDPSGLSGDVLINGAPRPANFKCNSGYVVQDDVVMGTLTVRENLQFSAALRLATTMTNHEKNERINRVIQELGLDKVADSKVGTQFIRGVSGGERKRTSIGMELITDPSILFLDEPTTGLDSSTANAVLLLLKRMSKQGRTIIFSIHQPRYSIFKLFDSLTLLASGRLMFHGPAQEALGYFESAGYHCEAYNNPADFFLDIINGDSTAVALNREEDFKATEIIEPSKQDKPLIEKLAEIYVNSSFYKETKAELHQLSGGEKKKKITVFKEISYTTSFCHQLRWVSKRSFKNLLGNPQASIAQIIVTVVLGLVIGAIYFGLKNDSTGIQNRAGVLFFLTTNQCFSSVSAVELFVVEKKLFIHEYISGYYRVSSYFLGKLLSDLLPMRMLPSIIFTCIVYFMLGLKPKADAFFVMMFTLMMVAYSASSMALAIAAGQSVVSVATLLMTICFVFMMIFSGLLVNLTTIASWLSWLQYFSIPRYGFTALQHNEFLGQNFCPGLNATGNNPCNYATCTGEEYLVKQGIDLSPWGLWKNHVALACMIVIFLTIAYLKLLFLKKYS
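test system = two drug-resistant human cell lines, ABCG2 and ABCB1 | amount = 3 million cells/mL final, two lines in 1:1 ratio | reagent = JC-1 transporter substrate | doses = one concentration, 6.6 µM final | incubation = 10 min at 25 °C | signal = flow cytometric JC-1 green MFI at 530 nm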
Active calls of the source: *; ? = inconclusive. Cut-off read from the data, not from the text of the source, unless noted: active = inhibition above about 40%.

SMILES	RGS8-Gao	Bim-Bcl-XL	RGS4-Gao reg	Bim-Bfl-1	ABCB1 inh	Bim-Bcl-B	Bcl-W Bim block	Bim-Bcl-2	RGS7-Gao	GSH bead fluor	ABCG2 block
COc1ccc(C(=O)CSc2nnc(-c3ccco3)n2CC2CCCO2)cc1 (stereo not given)	98	2	90	3	0.6	0	0	-2	94	18	1
OCCNC(=S)Nc1ccc(Cl)c(Cl)c1	94	2	101	6	0.2	-8	2	3	103	6	6
COCCNC(=O)C(c1ccc(Cl)cc1)N(CCOC)C(=O)CCC(=O)Nc1nccs1 (stereo not given)	104	-2	100	-5	0.1	-8	0	-2	102	16	0
COc1ccc2sc(C)[n+](C)c2c1	100	-4	99	0	0.5	-14	0	0	104	20	1
Cc1cccn2c(=O)c(/C=C(\C#N)C(=O)NC3CCS(=O)(=O)C3)c(N3CCC(C(N)=O)CC3)nc12 (stereo not given)	101	-9	99	-7	0.8	-10	-6	-1	105	19	6
NC(=O)c1ccsc1NC(=O)COc1ccccc1	105	-2	106	-7	0.5	-4	1	-5	107	27	1
CCc1ccc(OCCNC(=O)c2cccs2)cc1	97	-2	97	-3	1.1	-3	0	-7	98	11	5
CCOc1cc(S(=O)(=O)N2CCCCCC2)ccc1F	101	-1	99	-10	0.1	-4	1	-5	103	15	1
Cc1ccc(C(=O)Nc2nc(-c3cccnc3)cs2)o1	101	-3	99	-3	0.6	-14	-2	-7	99	10	4
COC(=O)CCC/C=C1/SCC(NC(=O)c2ccccc2)C1=O (stereo not given)	98	1	89	3	-0.8	-2	0	1	86	10	-3
CC1(C)N=C(c2ccccn2)C(C)(C)N1O	104	-8	105	-15	-0.2	-5	1	-8	102	39	-1
Cc1ccc(S(=O)(=O)NCC(=O)OCC(=O)c2c(N)n(C)c(=O)n(C)c2=O)cc1	100	-11	98	-10	4.8	-10	-4	-2	97	18	3
CC(C)N(C(=O)CSc1nc2ccccc2n1-c1ccccc1)C(C)C	103	-4	100	0	0.0	-12	-5	-8	101	13	0
O=C1NC2NC(=O)N(C(Cc3ccccc3)C(=O)O)C2N1 (stereo not given)	104	-11	104	-18	4.8	-9	-2	-9	101	33	0
O=C(N/N=C/c1sc(N2CCOCC2)nc1-c1ccccc1)c1cccc(S(=O)(=O)N2CCCC2)c1	101	-1	107	-4	-0.8	-6	2	-1	?	14	-3
COc1ccc(Cc2nc(-c3cccs3)no2)cc1	102	0	104	0	0.7	0	2	-1	105	8	9
Cc1cccc(NC(=O)CN2C(=O)N/C(=C\c3ccc(N4CCOCC4)cc3)C2=O)c1	104	-7	101	-10	-0.3	-8	-7	-7	100	20	-1
CCCC12CN3CC(C)(CN(C1)C3c1ccco1)C2=O (stereo not given)	97	0	103	-6	1.6	-2	-3	-2	102	10	13
O=c1oc2ccccc2cc1-c1nc2ccccc2o1	103	-4	102	1	0.5	0	-1	-2	99	17	4
O=C(CSc1nc2ccccc2c(=O)n1Cc1ccco1)NCc1ccco1	96	-8	92	-17	2.2	-12	-2	-10	93	18	50
Cc1ccc2[nH]ccc(=O)c2c1	102	-3	99	1	1.2	-2	0	1	102	19	2
CN(CC(=O)N1CCN(c2ccc(F)cc2)CC1)S(=O)(=O)c1ccc(F)cc1	100	-5	98	-12	0.5	-4	2	-2	96	22	2
COc1cc(C(=O)NC(=S)NNC(=O)c2cnccn2)cc(OC)c1OC	103	-9	101	1	1.3	-11	-7	-8	105	15	14
OCCNc1nc(Nc2ccccc2)nc2ccccc12	130	4	117	7	6.1	8	5	-26	113	21	8
CCN(CC)C(=O)c1sc(NC(=O)c2ccc3c(c2)OCO3)c(C#N)c1C	91	-1	98	-5	0.0	-4	0	-4	99	4	0

Grouped by structure: the entries above with an aryl thioether with sulfur outside any ring.
SMILES	RGS8-Gao	Bim-Bcl-XL	RGS4-Gao reg	Bim-Bfl-1	ABCB1 inh	Bim-Bcl-B	Bcl-W Bim block	Bim-Bcl-2	RGS7-Gao	GSH bead fluor	ABCG2 block
COc1ccc(C(=O)CSc2nnc(-c3ccco3)n2CC2CCCO2)cc1 (stereo not given)	98	2	90	3	0.6	0	0	-2	94	18	1
CC(C)N(C(=O)CSc1nc2ccccc2n1-c1ccccc1)C(C)C	103	-4	100	0	0.0	-12	-5	-8	101	13	0
O=C(CSc1nc2ccccc2c(=O)n1Cc1ccco1)NCc1ccco1	96	-8	92	-17	2.2	-12	-2	-10	93	18	50

Next compounds follow.
SMILES	RGS8-Gao	Bim-Bcl-XL	RGS4-Gao reg	Bim-Bfl-1	ABCB1 inh	Bim-Bcl-B	Bcl-W Bim block	Bim-Bcl-2	RGS7-Gao	GSH bead fluor	ABCG2 block
CCc1c(O)nc(SCC(=O)Nc2ccccc2C)[nH]c1=O	97	0	99	0	0.7	1	2	1	98	16	2
CCOC(=O)c1nc(-c2ccc(OC)c(OC)c2)no1	100	-2	101	0	0.2	-2	-2	-1	98	11	1
COc1ccccc1C1CCCN1Cc1nc(-c2cc3c(cc2Cl)OCO3)oc1C (stereo not given)	102	-2	105	-4	0.4	-7	-6	-4	103	16	3
O=C1NCCN1C(=O)c1ccco1	101	-8	103	-22	-0.1	-10	-6	-10	101	27	-4
CSCCC1NC(=O)N(C(C)C(=O)Nc2cc(Cl)cc(Cl)c2)C1=O (stereo not given)	101	1	102	-1	0.0	1	0	-2	98	10	11
COCCNC(=O)CN(CC1CCCO1)C(=O)CCC(=O)Nc1ccccn1 (stereo not given)	101	-10	100	-17	-0.1	-8	-1	-11	100	28	0
O=C(O)CCc1nn2cc(-c3ccccc3)nc2[nH]c1=O	100	-4	100	0	0.2	-1	-2	-2	98	24	-3
O=S(=O)(c1ccc2ccccc2c1)N1CCN=C1SCc1cccnc1	100	0	102	-5	0.9	0	0	-1	103	9	3
CCOC(=O)n1c(=O)n(C)c2ccc(Br)cc21	106	1	104	-4	-1.3	0	0	-1	109	13	30
CN1CCN(/C(=N\O)c2nonc2N)CC1	103	0	99	-6	0.4	-5	3	-7	97	24	1
COc1ccc2c(Cl)c(-c3nnco3)sc2c1	99	0	104	-1	1.0	0	0	0	103	18	10
CC(=O)/C(=N\Nc1cccc(Cl)c1)Sc1nnc(-c2ccccc2)n1-c1ccccc1	119	-4	107	-11	-0.1	-3	-4	-5	105	9	-6
CC1CCCC(NC(=O)CCn2c(=O)oc3ccccc32)C1C (stereo not given)	101	0	103	-9	0.4	-5	1	-4	105	9	2
CCNC(=O)CCC(=O)Nc1cc(Cl)ccc1C	103	-1	103	0	0.1	0	0	-3	103	16	1
COc1ccc(NC(=O)CC2Nc3cccc4cccc(c34)NC2=O)cc1 (stereo not given)	97	-2	98	0	0.9	-3	2	0	?	15	18
COC(=O)Cc1c(C)nc2nc(-c3ccc(Cl)cc3)[nH]n2c1=O	102	-10	103	-19	-1.5	-10	0	-9	102	33	-5
COc1cccc(-n2c(SCC(N)=O)nc3ccccc3c2=O)c1	90	-3	94	-8	0.1	-5	-1	-1	88	11	0
O=C(CC(c1ccccc1)(c1ccccc1)c1ccccc1)N[C@@H](Cc1ccccc1)C(=O)O	95	-1	91	-6	0.8	0	-2	-1	87	19	2
Cc1nnc(SCc2ccccc2F)n1NCc1cccs1	100	-10	99	-16	0.7	-6	-2	-8	101	24	14
N#Cc1c(N)oc(-c2ccccc2)c1-c1ccccc1	101	-10	100	-12	0.7	-6	0	-5	98	268*	4
CN1C(=O)c2ccc(NC(=O)CCS(=O)(=O)c3ccccc3)cc2C1=O	101	2	101	-1	0.3	-2	3	-1	115	16	12
COCCCNC(=O)CCc1nc(-c2ccccc2Cl)no1	90	-4	84	-10	0.0	-7	3	-9	88	40	0
CC1CN(S(=O)(=O)c2ccc(NC(=O)c3cc(-c4ccccc4O)n[nH]3)cc2)CC(C)O1 (stereo not given)	98	0	99	0	-0.6	0	0	0	94	20	-1
Cn1c(=O)c2[nH]c(-c3ccccc3O)nc2n(C)c1=O	102	3	100	1	0.1	5	6	2	101	14	1
COCCOC(=O)c1c(C)oc2ccc(OCC=C(C)C)cc12	101	-3	105	-12	-0.1	-4	2	-3	110	24	0

The listing continues:
SMILES	RGS8-Gao	Bim-Bcl-XL	RGS4-Gao reg	Bim-Bfl-1	ABCB1 inh	Bim-Bcl-B	Bcl-W Bim block	Bim-Bcl-2	RGS7-Gao	GSH bead fluor	ABCG2 block
COc1ccc(-c2nn3cnnc3s2)cc1OC	96	0	94	0	0.1	-1	1	0	92	6	3
O=C(CSc1nnc(Cc2cc(=O)[nH]c(=O)[nH]2)n1-c1ccccc1)N1CCCc2ccccc21	101	-5	101	-9	0.0	-11	1	-8	100	14	0
CC1=NC(C(F)(F)F)(C(F)(F)F)C2=C(CC(C)(C)CC2=O)N1Cc1ccco1	96	-8	89	-3	0.9	-4	-7	-2	92	8	2
O=C(NCCO)C1(c2ccccc2)CCCC1	100	-1	97	-12	-0.6	-5	0	-7	98	36	1
CC(=O)NS(=O)(=O)c1ccc(NC(=O)c2cc(-c3ccc(C)c(C)c3)nc3ccccc23)cc1	100	-10	98	-7	-0.3	-9	-3	-7	106	23	-1
Cc1nc(/C=C/c2ccccc2)[nH]c(=O)c1-c1ccccc1	100	-4	98	0	1.1	-4	-3	1	98	13	11
CNC(=S)NNC(=O)CNc1ccc(C)c(Cl)c1	95	-3	94	4	-0.2	-33	-1	0	94	8	0
CCOc1cc(-c2c(C#N)c(N)nc3c2CCCC3)ccc1O	93	-2	92	-15	2.4	-6	-3	-8	94	24	6
CCC(C)NC(=O)c1ccccc1NC(=O)c1ccc(CSc2ccccc2)cc1 (stereo not given)	98	-5	101	-2	0.6	-4	-3	-3	102	9	9
O=C(NCc1ccccc1F)C1CCCN1C(=O)NCc1ccccc1 (stereo not given)	95	3	89	-10	1.5	-6	-1	-7	95	38	5
N#C/C(=C(/O)CN1CCOCC1)c1nc2ccccc2s1	84	6	94	0	0.1	0	-2	0	93	28	0
O=S(=O)(c1ccc(F)cc1)N1CC2CCCN2c2ccc(C(F)(F)F)cc21 (stereo not given)	102	-3	99	-2	0.1	0	0	0	101	13	0
CCOc1ccc(N2CC(C(=O)NCCc3ccc(OC)c(OC)c3)CC2=O)cc1 (stereo not given)	104	-2	101	0	0.0	-3	-4	0	105	21	0
COc1cc(NC(=O)Nc2cccc(Cl)c2)c(OC)cc1NC(=O)CN1CCCCC1	110	-6	105	-9	-0.6	-6	3	-9	103	33	-2
COc1ccc(CN2CCN(S(=O)(=O)c3ccc(F)cc3)CC2)c(OC)c1OC	101	-12	84	-11	0.2	-8	2	-10	99	56	2
Cc1cc(C)c(NC(=O)COc2nc3ccccc3nc2C)c(C)c1	99	5	99	10	0.7	12	11	9	100	8	3
